GAA glycogen: GAA glycogen-cleavage inhibition or activation; Potency, µM (titrated, usually from 76.4 µM), without a hit: at the top dose activity change, negative = inhibition, actives largely listed as inhibitors; AID 2100; 300,000 compounds, 0.38% hits; recombinant GAA, glycogen substrate, Amplex Red glucose oxidase fluorescence;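 also: 0% = full enzyme reaction and -100% = no-enzyme basal signal; the screen sought inhibitors and activators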
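Recombinant enzyme (4 nM final) with compounds titrated up to 77 uM and bovine liver glycogen (30 ug) in citrate pH 5.0, 0.01% Tween-20, 37 C 40 min. Released glucose detected by Amplex Red/glucose oxidase (Ex 573/Em 610); AC50 from Hill fits.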
GAA spleen mod: inhibitors or activators of human alpha-glucosidase in spleen homogenate. P10253. human spleen homogenate, 4-MU-alpha-glucoside fluorescence. Potency, µM (highest dose often 79.9 µM), for inactives: top-dose activity change, negative = inhibition, hits mostly inhibitors. 240,000 compounds, 0.006% hits. AID 2112;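 also: 0% = enzyme with vehicle and -100% = no enzyme basal signal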
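Human spleen homogenate (1 ug) with 4-methylumbelliferyl-alpha-D-glucopyranoside (1 mM final) in 50 mM citrate/phosphate pH 5.0, 0.01% Tween-20; 40 min at 37 C. Stopped at pH 10; 4-MU fluorescence Ex 365/Em 440 nm; AC50 by Hill fit.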
GoLoco inh red: blocks human Gai1 binding to RGS12 GoLoco peptide, red readout; P63096; Gai1:RGS12 GoLoco peptide FP, rhodamine, 10 min; Potency, µM (doses to about 61.6 µM), for inactives: at the top dose activity, negative = inhibition, actives largely listed as inhibitors; 230,000 compounds, 0.44% hits; active = well fitted inhibition curve with a large enough effect, not every such curve was filed as active; inactive = no such curve, though single readings can be large or run the other way; also: nearly all actives have a fitted effect of over 30% in size; many of its hits are not listed in these tables
TexasRed fluor: counter-screen for TRb-SRC2 inhibitors: fluorescence interference; TRb/SRC2 Texas Red total fluorescence interference; Potency, µM (titrated, usually from 106 µM), for inactives: top-dose fluorescence change, negative = quenching; 280,000 compounds, 0.29% hits; AID 1479; active = well fitted curve in either direction with a large enough effect; inconclusive = small, poorly fitted or top-dose-only effect
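Human TRβ ligand-binding domain (0.6 uM) and Texas Red SRC2 peptide (20 nM) in Tris buffer with 1 uM T3 and 5% DMSO were incubated with pinned compound for 5 hr at ambient temperature. Total fluorescence was computed as S + 2P (555/632 nm).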
GAA inhib: blocks human lysosomal alpha-glucosidase | 200,000 compounds, 0.005% hits | Potency, µM (highest dose often 76.9 µM), without a hit: at the top dose activity change, negative = inhibition, actives largely listed as inhibitors | purified human GAA, 4-MU-alpha-glucoside fluorescence | P10253;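 also: plate controls were uninhibited enzyme wells for no effect and no-enzyme background for full effect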
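Fluorescence at Ex 365/Em 440 nm from 4-methylumbelliferone reported enzyme activity after 20 min at room temperature. Reactions used 4 nM enzyme and 400 uM substrate at pH 5.0; curves fitted with the Hill equation.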
L3MBTL1 inh: inhibitors of human L3MBTL1; Q9Y468; AlphaScreen L3MBTL1–H3K9me1 peptide binding; Potency, µM (titrated, usually from 57.1 µM), for inactives: top-dose activity, negative = inhibition, actives largely listed as inhibitors; 230,000 compounds, 0.66% hits; AID 485360; also: nearly all actives have a fitted effect of over 60% in size
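First, the protein-peptide complex forms for 30 min at room temperature (L3MBTL1 50 nM, biotinylated H3K9me1 peptide 75 nM). Next, compounds are pin-transferred and incubated 30 min. Finally, AlphaScreen beads are added and read after 30 min.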
TRb SRC2 PPI: TRbeta-SRC2 interaction inhibition; Potency, µM (doses to about 106 µM), inactives show at the top dose activity change, negative = inhibition, usual class: inhibitors; 280,000 compounds, 0.065% hits; P10828; TRbeta-SRC2 peptide binding, fluorescence polarization; receptor liganded with 1 µM T3;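 also: plate controls were bound peptide for no effect and peptide without receptor for full effect; nearly all actives have a fitted effect of over 50% in size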
Target sequence (P10828 whole entry, looked up): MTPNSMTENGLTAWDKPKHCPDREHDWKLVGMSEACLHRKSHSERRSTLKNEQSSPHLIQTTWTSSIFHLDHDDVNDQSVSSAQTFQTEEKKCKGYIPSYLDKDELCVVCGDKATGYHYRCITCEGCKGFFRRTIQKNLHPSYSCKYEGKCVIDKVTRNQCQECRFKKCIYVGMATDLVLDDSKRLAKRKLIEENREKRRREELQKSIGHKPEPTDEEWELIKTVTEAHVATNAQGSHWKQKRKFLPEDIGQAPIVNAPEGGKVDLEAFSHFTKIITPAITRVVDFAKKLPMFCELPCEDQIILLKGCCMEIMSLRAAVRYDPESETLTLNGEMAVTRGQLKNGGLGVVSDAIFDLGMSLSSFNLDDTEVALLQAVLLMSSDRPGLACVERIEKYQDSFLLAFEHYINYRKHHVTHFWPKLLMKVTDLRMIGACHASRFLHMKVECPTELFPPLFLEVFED
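Compounds were added to 0.6 uM TRb ligand-binding domain and 20 nM Texas Red-labeled SRC2 peptide in Tris buffer containing 1 uM T3, incubated 5 hr at ambient temperature, then read by fluorescence polarization.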
RECQ1 helicase: RECQ1 (human) helicase inhibition. P46063. RECQ1 DNA unwinding, red fluorescence kinetic read. Potency, µM (highest dose often 57.3 µM), for inactives: top-dose activity, negative = inhibition, most hits filed as inhibitors. 240,000 compounds, 0.54% hits;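 also: plate controls were vehicle for no effect and no enzyme for full effect; nearly all actives have a fitted effect of over 30% in size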
Target sequence (P46063 whole entry, looked up): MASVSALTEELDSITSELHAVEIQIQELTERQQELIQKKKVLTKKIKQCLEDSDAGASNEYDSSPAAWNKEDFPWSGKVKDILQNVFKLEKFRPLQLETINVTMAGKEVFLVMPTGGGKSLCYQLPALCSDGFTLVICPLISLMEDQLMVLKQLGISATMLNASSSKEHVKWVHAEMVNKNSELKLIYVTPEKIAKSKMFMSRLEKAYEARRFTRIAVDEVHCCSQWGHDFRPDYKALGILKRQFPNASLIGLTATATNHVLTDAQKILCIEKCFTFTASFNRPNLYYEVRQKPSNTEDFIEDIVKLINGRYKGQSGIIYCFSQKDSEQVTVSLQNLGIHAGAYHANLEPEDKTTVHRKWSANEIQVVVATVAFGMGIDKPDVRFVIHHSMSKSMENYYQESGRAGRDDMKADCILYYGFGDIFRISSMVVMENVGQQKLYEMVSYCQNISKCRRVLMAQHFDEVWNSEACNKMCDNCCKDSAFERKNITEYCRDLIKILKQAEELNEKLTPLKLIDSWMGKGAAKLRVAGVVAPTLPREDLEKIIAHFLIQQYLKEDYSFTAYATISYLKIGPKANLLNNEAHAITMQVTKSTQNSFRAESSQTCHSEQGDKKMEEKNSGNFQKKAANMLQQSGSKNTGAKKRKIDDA
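50 nM RECQ1T1 preincubated 15 min with compound in Tris pH 8.0 buffer with MgCl2, DTT, Tween-20 and 2.5 ug/ml poly(dI-dC); started with 200 nM TAMRA/BHQ-2 forked duplex and 2 mM ATP. Unwinding read as fluorescence (525/598 nm), two reads 2 h apart.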
An asterisk follows results filed as active; i = inactive; ? = inconclusive; · = not tested or not shown; & = joins results of further samples; [ ] = another dose, or the depositor's remark. Unless noted, calls follow the shape of the dose curve; as a rule, active = well fitted curve in the direction sought with a large enough effect; inconclusive = small, poorly fitted or top-dose-only effect, or another doubt; inactive = no such curve, though single readings can be large; an effect the other way counts as inactive or inconclusive. Unless noted, % is scaled to controls: 0 for no effect and ±100 for the full control effect; potency is read from the fitted curve at half-maximal effect. Only part of the results is shown. The share of hits here may be higher or lower than overall.

SMILES	GAA glycogen	GAA spleen mod	GoLoco inh red	TexasRed fluor	GAA inhib	L3MBTL1 inh	TRb SRC2 PPI	RECQ1 helicase
CCN(CC)CCNc1nc2ccccc2n1C	4%	10%	9%	0%	-5%	2%	-17%	-3%
Cc1ccc(Cn2nnnc2CN2CCC(NC(=O)c3ccccc3F)CC2)cc1	10%	1%	-2%	0%	0%	4%	-3%	-7%
Cc1ccc(N(C)S(=O)(=O)c2cccc(C(=O)Oc3ccc4c(C)cc(=O)oc4c3)c2)cc1	2%	?	6%	-2%[53 µM]	?	8%	-6%[53 µM]	-9%
NC(N)=Nc1nc(CSCC/C(N)=N/S(N)(=O)=O)cs1	5%	-6%	7%	-2%	2%[15.4 µM]	-1%	-1%	0%
Cc1ccccc1C(=O)OCn1nnc2ccccc2c1=O	-7%	0%	0%	0%	-2%	?	-3%	-1%
CCOC(=O)C1=C(C)c2ccccc2OC1(C)C(=O)OCC (stereo not drawn)	·	-3%[119 µM]	-5%[88.7 µM]	4%	·	24%	-1%	i
Cc1ccc(C(=O)NC(=S)Nc2ccc3[nH]c(=O)[nH]c3c2)cc1	-4%	-2%	-7%	?	1%	0%	1%	-16%
COC(=O)CC(CP(=O)(O)CN(C)C=O)C(=O)OC (stereo not drawn)	3%	6%	-3%	3%	·	5%	-8%	-6%
Nn1cnc2sc3c(c2c1=O)CCC3	4%	-9%	0%	0%	-13%	·	-1%	i
O=[N+]([O-])c1ccc(NCc2ccccc2)nc1	-2%	-2%	4%	-1%	-1%	2%	0%	0%
CC(=O)C(Sc1nnnn1-c1ccccc1)C(C)=O	0%	-15%	9%	-1%	4%[15.4 µM]	-2%	-6%	-11%
Cn1c(=O)c2c(ncn2CC(=O)N2CCN(c3ccc([N+](=O)[O-])cc3)CC2)n(C)c1=O	0%	-11%	10%	-2%	·	1%	-5%	-6%
COc1ccc(/C=N/NC(=O)CN2CCS(=O)(=O)CC2)cc1	-22%	-8%	-2%	-5%	0%	4%	-7%	i
Cc1ccsc1/C=N/NC(=O)c1ccc2nc[nH]c2c1	3%	-1%	13%	1%	14%	4%	-1%	-1%
O=C(O)CCCCCN1C(=O)/C(=C\c2cn(-c3ccccc3)nc2-c2cccs2)SC1=S	-5%	-1%	5%	-4%	·	?	2%	-9%
CC(N)=NCCCC[C@@H](N)C(=O)O	·	3%	10%	0%	·	·	3%	-6%
N/C(=N\OC(=O)C1CCCCC1)c1ccccn1	6%	-11%	4%	2%	-2%	4%	-13%	-7%
CCn1c(C(=O)N2CCC(C(=O)NCc3ccc4c(c3)OCO4)CC2)cc2sccc21	-5%	5%	2%	-1%	1%	-4%	-10%	-4%
CC(C)CN(CCNC(=O)CN1C(=O)CSc2ccc(S(=O)(=O)N3CCOCC3)cc21)CC(C)C	1%	3%	-3%	-4%&1%	-15%	·	-1%&2%	-15%
O=C1C=CC(=O)c2c1ccc1c2ccc2ccccc21	·	-8%[29.1 µM]	-20%[21.6 µM]	-5%[53 µM]	·	·	1%[53 µM]	5%[25.9 µM]
COc1cc(/C=N/n2cnnc2)ccc1OS(=O)(=O)c1ccccc1[N+](=O)[O-]	6%	-6%	7%	-6%	-26%	2%	5%	-15%
CCc1ccc(NC(=O)Cn2nc(C(F)(F)F)c3c2CCC3)cc1	-14%	-10%	-12%	-2%	3%	6%	-2%	-11%
CCn1c(C)nc2cc(C(=O)N=Nc3c(O)[nH]c4c(C)cc(C)cc34)ccc21	4%	-2%	4%	2%	8%	-2%	-6%	0%
O=C(O)C1CC=CC2CCN(C3CC3)C(=O)C21 (stereo not drawn)	·	-6%	·	0%	·	·	-4%	i
Cc1ccc(NC(=O)/C=C/C(=O)O)c([N+](=O)[O-])c1	-5%	-3%	-3%	-4%	-5%	14%	-12%	-7%
CCOC(=O)c1c(C)c(C(=O)NCc2ccco2)c(C)n1C	-11%	4%	-2%	-1%	10%	-18%	-5%	-1%
Brc1cnc(N2CCCC2)nc1N1CCOCC1	-3%	-2%	-4%	0%	-10%	·	8%	3%
CC1(C)OC(=O)C(=CNCCc2ccc(O)cc2)C(=O)O1	3%	-1%	6%	-1%	2%	-4%	5%	-15%
CCCCN(CC)S(=O)(=O)c1ccc(C(=O)N=c2sc3cc(NC(C)=O)ccc3n2C)cc1	2%	1%	·	-3%	?	19%	1%	-10%
COc1cc(/C=C/c2ccc3cccc(OC)c3n2)c(O)c([N+](=O)[O-])c1	-9%	-9%	5%	0%	-8%	-6%	-1%	i

Entries listed so far that contain a COOH group (four):
SMILES	GAA glycogen	GAA spleen mod	GoLoco inh red	TexasRed fluor	GAA inhib	L3MBTL1 inh	TRb SRC2 PPI	RECQ1 helicase
O=C(O)CCCCCN1C(=O)/C(=C\c2cn(-c3ccccc3)nc2-c2cccs2)SC1=S	-5%	-1%	5%	-4%	·	?	2%	-9%
CC(N)=NCCCC[C@@H](N)C(=O)O	·	3%	10%	0%	·	·	3%	-6%
O=C(O)C1CC=CC2CCN(C3CC3)C(=O)C21 (stereo not drawn)	·	-6%	·	0%	·	·	-4%	i
Cc1ccc(NC(=O)/C=C/C(=O)O)c([N+](=O)[O-])c1	-5%	-3%	-3%	-4%	-5%	14%	-12%	-7%

New compounds follow.
SMILES	GAA glycogen	GAA spleen mod	GoLoco inh red	TexasRed fluor	GAA inhib	L3MBTL1 inh	TRb SRC2 PPI	RECQ1 helicase
O=C1N(c2ccc(Cl)c(Cl)c2)CN(Cc2ccccc2)CN1n1cnnc1	6%	-8%	9%	0%	4%	·	1%	i
Cc1ccc(C2CC(=O)Nc3sc(C(N)=O)c(N)c32)cc1 (stereo not drawn)	-3%	-3%	3%	3%	2%	·	1%	i
CC(=O)OCC(=O)[C@@]1(O)CC[C@@H]2[C@H]3CCC4=CC(=O)CC[C@]4(C)[C@]3(F)[C@@H](O)C[C@@]21C	·	8%[29.1 µM]	-3%[21.6 µM]	2%[53 µM]	·	·	-3%[53 µM]	i
COc1cccc(N2CCN(C3CC(=O)N(c4ccc(C)c(Cl)c4)C3=O)CC2)c1 (stereo not drawn)	-9%	-1%	2%	-4%	-12%	-3%	0%	i
Cc1ccc(N(C(=O)Cn2nnc3ccccc32)C(C(=O)NCc2ccccc2)c2ccccn2)cc1 (stereo not drawn)	5%	-2%	7%	3%	-3%	1%	2%	-5%
CC(NC(=O)CC(c1ccccc1)c1cc(Cl)ccc1O)c1ccccc1 (stereo not drawn)	4%	-12%	4%	-3%	-10%	-3%	-3%	-4%
CN1c2ccccc2C(=O)/C(=C\Nc2ccc(F)cc2F)S1(=O)=O	10%	-4%	5%	-3%	·	-6%	-11%	5%
CN(C(=O)CCn1c(=S)oc2ccccc21)c1ccc(F)cc1	9%	8%	6%	-1%	-2%	·	-1%	2%
O=C(Cc1cccs1)N/N=C/C=C/c1ccccc1	18%	-2%	-5%	-23%	-6%	-3%	-4%	-6%
O=C(OC(C(=O)NCc1cccs1)c1ccccc1Cl)c1ccco1 (stereo not drawn)	-11%	-3%	-2%	-2%	-6%	-1%	3%	-12%
Cc1cc(NC(=O)CCN2CCC(C(N)=O)CC2)ccc1Br	-5%	-5%	5%	-1%	5%	·	7%	-5%
CCCn1c(C(=O)OC)cc2c1ccn2-c1ccc(F)cc1	-4%	-10%	13%	2%	-3%	-25%	-2%	-8%
COc1ccc(N2CCN(S(=O)(=O)c3cccc4nsnc34)CC2)cc1	1%	-8%	-3%	-3%	-3%	·	1%	-8%
COC(=O)[C@@H](NC(=O)NCCC1=CCCCC1)C(C)C	-5%	-4%	-64%	-6%	·	5%	-4%	-8%
CCOC(=O)C(=O)Nc1nnc(C2CCCCC2)s1	6%	12%	-6%	-2%	0%	·	-13%	-1%
COc1ccc(C(=O)CSc2nnc(-c3cnccn3)n2Cc2ccco2)cc1	-7%	1%	15%	3%	-1%[15.4 µM]	-5%	2%	-8%
O=C(/C=C/c1ccc(Br)o1)NCc1ccccc1	25%	7%	-2%	-1%	2%	-16%	9%	i
N#CC1=C(N)SC(N)=C(C#N)C1C1C=CCCC1 (stereo not drawn)	-2%	-7%	-3%	-5%	1%	-5%	5%	i
CCCc1cc(-n2ccnc2)n2c(nc3ccccc32)c1C#N	-2%	13%	103%[activator]	-1%	-11%	-4%	-3%	0%
CCc1ccc(C2c3[nH]c4ccccc4c3CCN2C(=O)c2cc[n+]([O-])cc2)cc1 (stereo not drawn)	-7%	-1%	7%	0%	·	-26%	-1%	0%
O=C(NCCc1c[nH]c2ccccc12)C1CCN(S(=O)(=O)c2ccccc2F)CC1	-9%	-13%	11%	0%	-11%	-3%	3%	-22%
O=C(Nc1ccc(N2CCOCC2)cc1Cl)C1CCN(C(=O)OCc2ccccc2)CC1	-2%	2%	-41%	-3%	·	-20%	-6%	-10%
COc1ccc(NS(=O)(=O)c2ccc(NC(=S)NC(=O)CC(C)C)cc2)cc1	-12%	-7%	7%	-4%	2%	·	9%	-15%
Cc1sc(NC(=O)c2ccc(OCC(C)C)cc2)c(C(N)=O)c1-c1ccc(Cl)cc1Cl	-4%	0%	-2%	0%	?	2%	-13%	-10%
O=C(O)CCC(NC(=O)C1CCCN1C(=O)OCc1ccccc1)C(=O)O (stereo not drawn)	-4%	2%	-20%	0%	0%	21%	-2%	-19%
CCOc1ccc(C(=O)NCC(=O)OCc2c(C)noc2C)cc1	7%	-4%	-4%	-3%	-4%	8%	0%	-3%
CCCCOC(=O)CN1C(=O)c2ccc(C(=O)OCCCC)cc2C1=O	0%	-15%	4%	-2%	-6%	18%	-13%	0%
COC(=O)c1cc(-c2ccccc2)on1	-8%	-8%	11%	-1%	-9%	9%	-3%	-14%
Cc1ccc(-c2nc(-c3nccc4ccccc34)oc2-c2ccccc2)cc1	-8%	1%	2%[14.2 µM]	0%	·	·	-1%	14%
O=C(Nc1cnc2ccccn2c1=O)c1ccc(Cl)cc1	-1%	-8%	0%	1%	-5%	1%	1%	-3%
